# ARNT TACC3 PPI: disruptors of ARNT/TACC3 protein interaction, primary screen, biochemical, AlphaScreen, single concentration; Transforming acidic coiled-coil-containing protein 3 (Homo sapiens), Q9Y6A5; AlphaScreen His-ARNT PAS-B/GST-TACC3 binding, luminescence; TACC3 fragment carries E629A point mutation; inhibition, % at 9.99 µM; 390,000 compounds, 0.66% hits; AID 623870, 2012;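 active = mean inhibition of replicates at least 50% and at least half of replicates each reaching 50%; inconclusive = half or more replicates reach 50% but mean below 50%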;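 note: 0% = complete ARNT plus TACC3 wells and 100% = ARNT alone without TACC3; many hits fall short of the cut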
# F508del corr: F508del CFTR correction, initial screen, CFBE line, single point; 350,000 compounds, 0.36% hits; activity (quench increase), % at 7.58 µM; CFBE cells, YFP halide quenching; stimulated with forskolin plus potentiator P3; % fluorescence drop versus neutral controls;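 active = mean added fluorescence quench of at least 8% versus neutral control, with both replicates also reaching 8%; inconclusive = only one of the mean or replicate conditions met; inactive = mean below 8% and not both replicates reaching 8%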;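 note: cells transiently co-express mutant CFTR-F508del with the halide-sensitive YFP; corrector assay measuring rescue of mutant channel to the surface after 24 h compound exposure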
# XiGFP reactiv: activators of inactive X chromosome reactivation, primary screen, imaging, XiGFP fibroblasts, GFP high-content imaging, set 2. XiGFP mouse fibroblasts, % GFP-positive cells imaging, 3 d; cells co-treated with 5-aza-dC sensitizer; scaled so ellipticine positive control = 100%. activation, % at 7.58 µM. AID 743238, 2013. 360,000 compounds, 0.055% hits;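 active = mean normalized replicate activation at least 10% and every replicate at or above 10%; inconclusive = only one of the two criteria met; inactive = mean below 10% and not all replicates reach 10%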;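 note: 0% = median of on-plate neutral control wells and 100% = ellipticine 6 µM median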
#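 Material: XiGFP fibroblasts, SV40-immortalized. Buffer or medium: DMEM plus 5-aza-dC sensitizer. Compound: single concentration per compound, delivered by pin transfer. Times: 3 days compound exposure. Controls: ellipticine 6 µM.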
# EWS-Fli inh: EWS/Fli-driven NR0B1 reporter inhibitors, primary screen, A673 cells, NR0B1 luciferase, luminescence, MLPCN library | viability-normalised | inhibition, % at 12.6 µM | 350,000 compounds, 0.67% hits | AID 651661, 2012;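 active = mean inhibition of at least 50% after viability correction, with every replicate also passing that limit; inconclusive = mean reaches 50% but only one of two replicates passes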;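 note: firefly luciferase signal divided by Alamar Blue viability fluorescence both relative to DMSO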
# DENV2 CPE rescue: inhibitors of DENV2 cytopathic effect, primary screen, cell-based, plate reader, single concentration. DENV2-infected cells, cytopathic effect rescue. CPE inhibition, % at 9.99 µM. 350,000 compounds, 1.7% hits. AID 651640, 2012; in the data active = CPE inhibition above about 20%, passing the limit was not always enough; inconclusive = no clear call, values can overlap the other calls; tested in BHK-21 cells;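 note: 0% = median of neutral control wells and 100% = median of positive control wells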
# ERp5 inh: inhibitors of ERp5-driven insulin aggregation, primary screen, biochemical, turbidity, absorbance 650 nm, single point. Protein disulfide-isomerase A6 (Homo sapiens), Q15084. 90 min. inhibition, % at 9.99 µM. 350,000 compounds, 0.05% hits;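 active = mean replicate inhibition above about 25%, with every replicate also reaching it, limit read from the data, passing the limit was not always enough; inconclusive = only one of those two criteria met; inactive = neither criterion met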
# Target sequence (Q15084 whole entry, looked up): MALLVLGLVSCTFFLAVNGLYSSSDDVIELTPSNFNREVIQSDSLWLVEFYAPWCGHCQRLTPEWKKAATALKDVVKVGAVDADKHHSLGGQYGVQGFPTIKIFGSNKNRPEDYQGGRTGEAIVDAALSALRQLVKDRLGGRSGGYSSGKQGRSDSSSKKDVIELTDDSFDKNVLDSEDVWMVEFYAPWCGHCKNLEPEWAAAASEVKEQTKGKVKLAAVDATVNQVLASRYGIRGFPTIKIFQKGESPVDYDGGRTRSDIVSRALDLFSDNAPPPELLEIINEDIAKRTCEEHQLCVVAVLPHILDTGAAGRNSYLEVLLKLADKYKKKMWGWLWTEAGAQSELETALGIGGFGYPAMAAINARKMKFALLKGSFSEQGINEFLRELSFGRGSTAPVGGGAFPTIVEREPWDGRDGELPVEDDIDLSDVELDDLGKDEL
# GSIS activator: GLuc luminescence reporter in INS-1E cells, primary screen for activators of glucose-dependent secretion of insulin. INS-1E GLuc reporter insulin secretion, 2-3 h. activation, % at 16.6 µM. 370,000 compounds, 0.61% hits. AID 743287, 2014;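 active = lowest replicate activation of at least 40%, so every replicate reaches that level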;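 note: 0% = median of neutral control wells and 100% = median of IBMX positive control wells; some compounds called inactive have numbers as strong as hits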
# PAX8 inh HTS: inhibitors of PAX8-driven TPO luciferase reporter, primary screen, RMG-I cells, single concentration; inhibition, % at 12.6 µM; SteadyGlo, 24 h; 360,000 compounds, 1.2% hits;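 active = mean replicate inhibition at least 60% with every replicate also reaching 60%; inconclusive = only one of the two criteria is met; inactive = mean below 60% and not all replicates reaching 60%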;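 note: luciferase light reporting Pax8 driven TPO promoter activity; plate controls were median of neutral control wells for no effect and mitoxantrone controls for full effect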
# Numbers without * were called inactive; ? = inconclusive; · = no result given; & = joins results of further samples. This is a random part of the collection; overall some 4.2% were active at least once.
SMILES,ARNT TACC3 PPI,F508del corr,XiGFP reactiv,EWS-Fli inh,DENV2 CPE rescue,ERp5 inh,GSIS activator,PAX8 inh HTS
Cc1ccc(C)c(OCc2cc(C(=O)N(C)Cc3ccccn3)no2)c1,-5.7,2.4,-0.1,·,6.2,2.6,12.0,-23.9
COc1cccc(C(=O)/C=C/c2ccc(OCC#N)c(OC)c2)c1,1.1,·,0.4,·,·,·,-18.6,18.4
O=C(O)CSc1nc2c(cnn2-c2ccccc2)c(=O)n1-c1ccc(Br)cc1,-8.3,·,0.0,·,·,·,-0.1,13.4
Cn1c(C(=O)NCCN2CCOCC2)cc2c(=O)n(C)c3ccccc3c21,-7.4,-1.4,0.2,1.6,-3.1,-3.3,-5.4,-3.2
CN(C)CCCNC(=O)C[C@H]1CC[C@@H]2[C@H](COC[C@H](O)CN2Cc2cc(F)cc(F)c2)O1,-8.5,0.6,0.0,3.5,0.9,-5.5,0.3,2.0
CCOc1cc(/C=N\NC(=O)CC(=O)NCCc2ccccc2)ccc1O,1.3,1.9,0.0,4.8,6.9,2.4,·,19.9
CC1(C(=O)NS(=O)(=O)C2CC2)CCCN(C(=O)c2ccc(F)c(Cl)c2)C1 (stereo not drawn),·,-1.6,0.0,0.9,?,4.2,2.2,-2.2
COc1ccccc1N1CCN(Cc2cc(OC)c3c(c2)OCO3)CC1,-3.0,-1.3,0.1,15.4,-4.3,-5.9,5.4,25.0
NC(=O)C1CCCN(C(=O)CCCNC(=O)c2ccc(Cl)cc2)C1 (stereo not drawn),·,1.4,0.4,-9.3,11.5,0.3,9.0,-14.4
COc1ccc(C2N(c3ccccc3)C(=O)C2(F)F)cc1OC (stereo not drawn),0.2,-1.7,0.2,16.8,-0.5,4.2,44.3*,10.1
Cc1ccc(C)n1-c1c(C(=O)NN)cnn1-c1ccccc1,-0.8,1.1,0.1,3.7,-7.9,-9.3,-13.5,13.9
O=C(NNC1CC(=O)N(c2ccc3c(c2)OCCO3)C1=O)c1ccc(Cl)cc1 (stereo not drawn),-5.6,-1.1,0.2,-11.5,4.3,-2.7,-1.3,11.7
O=C(COS(=O)c1ccccc1)Nc1cc(Cl)ccc1N1CCOCC1 (stereo not drawn),0.2,0.3,0.0,3.6,9.0,1.9,-15.2,-21.8
CCC(C)Sc1nc2c(cnn2-c2ccccc2)c(=O)[nH]1 (stereo not drawn),9.0,1.4,0.0,19.9,-5.7,0.1,-0.5,-15.8
CC(C)C(CCNC1CCN(C)CC1)c1ccc(Cl)cc1 (stereo not drawn),15.6,-1.2,0.3,26.2,-24.3,1.2,18.8,19.1
Cc1cccc(N2NC(=O)/C(=C/c3ccc(-c4ccc(Cl)c(C(=O)O)c4)o3)C2=O)c1,-6.5,0.7,-0.7,1.4,6.4,-3.7,-0.7,8.9
CCCCc1c(C)[nH]c(C(=O)OCC)c1C,-0.3,0.7,0.1,-1.8,7.0,2.1,-28.1,3.5
C[C@@H]1CCCCO[C@@H](CN(C)C(=O)Nc2ccccc2)[C@H](C)CN([C@H](C)CO)C(=O)c2cc(NC(=O)Cc3ccccc3)ccc2O1,-3.5,1.1,0.2,7.4,-1.8,2.5,-25.1,19.0
CCCCCCn1c(N2CCCC2)nc2c1c(=O)[nH]c(=O)n2C,3.5,1.2,0.2,5.3,18.8,-6.5,7.5,-15.8
Cc1cc(OCC(=O)NCc2cccnc2)c2c(C)c(C)c(=O)oc2c1,-4.9,0.8,0.0,·,-1.4,-6.9,2.6,4.9
CCCCCC(=O)OCc1ccc(C2=CC(=O)CC(C)(C)C2=O)cc1,·,-0.9,-0.1,-2.8,3.5,5.7,-0.8,-13.0
CCCC#Cc1ccc2c(c1)O[C@H](CN(C)Cc1ccncc1)[C@@H](C)CN([C@H](C)CO)S2(=O)=O,3.5,-3.7,-0.4,19.1,-3.3,-10.7,1.2,·
Cc1noc(C)c1S(=O)(=O)N(C)C[C@H]1Oc2ccc(NS(=O)(=O)c3ccccc3)cc2C(=O)N([C@@H](C)CO)C[C@H]1C,7.9,-1.6,-1.1,-12.2,-11.4,16.2,0.4,-3.1
C[C@@H]1CCCCO[C@@H](CN(C)CC2CCCCC2)[C@@H](C)CN([C@H](C)CO)C(=O)c2cc(NC(=O)C3CCCCC3)ccc2O1,-2.8,-2.2,-0.1,-4.9,-7.2,2.5,4.1,-11.2
COc1ccc(NC(=O)N2CCC3(CC2)CN(C(=O)CN2CCOCC2)[C@H](CO)c2[nH]c4cc(OC)ccc4c23)cc1,·,0.2,0.0,-11.7,-4.8,-2.7,5.3,·
COC(=O)CN(c1cc(Cl)ccc1OC)S(=O)(=O)c1ccc(OC)c(OC)c1,-5.3,1.1,0.1,-2.5,60.9*,8.4,-19.6,24.2
CC(C)NC(=O)N1[C@@H](CO)[C@@H](c2ccccc2)C12CN(C(=O)CN(C)C)C2,·,-4.7,0.0,-0.5,3.0,-2.6,7.0,-4.1
O=C(NCc1cccc2[nH]ccc12)C1CCC(=O)N(CCc2ccc(Cl)cc2)C1 (stereo not drawn),-5.3,1.1,0.1,0.3,0.9,0.5,-1.4,1.3
COc1ccc(S(=O)(=O)Nc2ccc3c(c2)C(=O)N([C@H](C)CO)C[C@H](C)[C@H](CN(C)Cc2ccc(Cl)c(Cl)c2)OCCCC[C@@H](C)O3)cc1,-9.0,3.6,0.4,-10.7,41.5*,·,4.2,9.6
Fc1ccc(COc2ccc(Br)cc2CNCC2CCCO2)cc1 (stereo not drawn),7.9,4.0,0.0,-8.4,0.9,1.4,-18.6,-1.4
CC(C)(C)OC(=O)N1CCC(NC(=O)c2[nH]cnc2C(=O)Nc2ccc(Br)cc2F)CC1,·,-1.1,0.0,20.6,8.3,-0.6,-2.2,-16.7
O=C(N[C@H]1CC[C@@H](CCn2cc(-c3ccccc3)nn2)O[C@@H]1CO)c1ccccc1F,-1.5,-1.2,0.4,-1.1,-2.0,-9.6,4.9,4.3
C[C@H]1CCCCO[C@H](CN(C)C(=O)C2CCCCC2)[C@@H](C)CN([C@@H](C)CO)C(=O)c2cc(NS(=O)(=O)c3ccccc3)ccc2O1,1.5,-3.5,0.0,-2.9,-7.3,8.3,-22.8,-4.6
O=C(COc1ccc(Br)cc1)NCCNC(=O)c1ccncc1,-0.2,0.6,-0.1,·,3.1,4.6,11.1,8.5
COc1ccc(CN(C)C[C@H]2Oc3ccc(NC(=O)Nc4c(C)noc4C)cc3CC(=O)N([C@@H](C)CO)C[C@H]2C)cc1,0.2,1.3,-0.1,-7.0,-7.6,-2.7,11.3,6.7
Cc1c(N2C(=O)CSC2=S)c(=O)n(-c2ccccc2)n1C,·,0.2,0.1,6.9,3.7,0.4,-3.7,2.5
N[C@@H]1CC[C@@H](CCn2cc(-c3ccccn3)nn2)O[C@H]1CO,75.7*,-1.3,0.2,-41.2,18.5,5.5,1.9,-27.3
O=C(c1ccc(Cl)cc1)N1CCC(N2CCC(C(=O)N3CCOCC3)CC2)CC1,-3.4,-2.2,0.0,-4.1,-0.2,4.9,11.6,-1.0
COc1ccc2c(c1)CSC(c1ccccc1)C2=O (stereo not drawn),·,-0.6,0.1,-26.2,5.5,6.4,-1.7,5.9
COc1ccc(NC(=O)N(C)C[C@@H]2OCc3cnnn3CCCC(=O)N([C@H](C)CO)C[C@H]2C)cc1,1.1,-1.1&2.1,-0.1&-0.4,-2.1&-2.9,-4.9&0.2,0.1&-7.5,14.2&-6.4,-14.7&-2.4

# Continued, starting with the last two of the part before.
SMILES,ARNT TACC3 PPI,F508del corr,XiGFP reactiv,EWS-Fli inh,DENV2 CPE rescue,ERp5 inh,GSIS activator,PAX8 inh HTS
COc1ccc2c(c1)CSC(c1ccccc1)C2=O (stereo not drawn),·,-0.6,0.1,-26.2,5.5,6.4,-1.7,5.9
COc1ccc(NC(=O)N(C)C[C@@H]2OCc3cnnn3CCCC(=O)N([C@H](C)CO)C[C@H]2C)cc1,1.1,-1.1&2.1,-0.1&-0.4,-2.1&-2.9,-4.9&0.2,0.1&-7.5,14.2&-6.4,-14.7&-2.4
O=C(CN1C(=O)NC2(CCCCC2)C1=O)Nc1ccc(F)cc1,8.1,4.5,0.0,-1.4,-1.4,-15.1,-17.3,18.5
CCCN(C(=O)CSc1ncccn1)C1CCS(=O)(=O)C1 (stereo not drawn),1.1,-2.0,0.0,6.2,-3.9,2.5,3.8,-13.4
CC1CC(C)CN(C(=O)C(C)N2CCN(S(=O)(=O)c3cccs3)CC2)C1 (stereo not drawn),·,-0.1,-0.1,9.7,8.4,-6.3,3.1,-23.9
O=C(Nc1ccc(S(=O)(=O)N2CCOCC2)cc1)c1ccc(Cl)cc1,-2.1,-5.5,0.1,0.2,-6.7,1.4,-19.5,3.5
CCCn1nnnc1NCc1cccc(OC)c1,5.8,4.9,0.1,1.7,-4.6,-2.9,-19.8,8.4
COc1ccc(CN2CCNC(=O)C2CC(=O)NCCc2nc(C)c(C)s2)c(OC)c1 (stereo not drawn),-5.8,-1.1,-0.4,11.7,-5.0,-4.6,-14.0,-10.4
Cc1nn(C)cc1C(=O)Nc1ccc2c(c1)OCCO2,-2.6,-2.2,0.3,-8.8,-5.1,4.8,-13.3,-88.6
Cc1cccc(NC(=S)NCc2ccco2)c1C,-14.7,·,0.0,16.8,0.3,-1.2,10.3,18.8
Cc1ccccc1-c1nc(CN2CCC(C(=O)NC3CCCCC3)CC2)c(C)o1,-0.3,-1.4,0.0,·,11.7,0.4,-2.0,13.7
CC(CNC(=O)COc1ccccc1)OC(=O)Nc1cccc(Cl)c1 (stereo not drawn),-9.9,·,0.0,·,·,·,-13.8,0.9

# Records above marked active in ARNT TACC3 PPI:
smiles | ARNT TACC3 PPI | F508del corr | DENV2 CPE rescue | ERp5 inh | GSIS activator
N[C@@H]1CC[C@@H](CCn2cc(-c3ccccn3)nn2)O[C@H]1CO | 75.7* | -1.3 | 18.5 | 5.5 | 1.9

# The list continues.
SMILES,ARNT TACC3 PPI,F508del corr,XiGFP reactiv,EWS-Fli inh,DENV2 CPE rescue,ERp5 inh,GSIS activator,PAX8 inh HTS
NNC(=O)c1cc2c(s1)-c1cc(Cl)ccc1SC2,1.2,?,0.0,1.5,-3.3,1.8,-5.4,14.3
CCCCNC(=S)NNC(=O)c1csc2ccccc12,6.2,-1.6,·,-1.2,-16.3,0.4,-5.0,·
CS(=O)(=O)Nc1ccc2c(c1)OCC(=O)N2Cc1ccccc1,-1.9,0.6,-0.1,1.0,0.9,-0.4,2.3,-1.4
COC(=O)c1cc2c(ccn2-c2ccc(F)cc2)n1CC(=O)C(C)(C)C,2.3,0.5,0.1,8.1,·,-2.0,-17.2,-21.8
Cc1noc(C)c1NC(=O)Nc1ccc2c(c1)C(=O)N([C@@H](C)CO)C[C@H](C)[C@H](CN(C)S(=O)(=O)c1cn(C)cn1)OCCCC[C@@H](C)O2,-9.4,-3.5,-0.3,-5.4,-4.2,2.8,11.6,4.0

# High-throughput results (PubChem BioAssay)
